# Compound activity as filed in PubChem BioAssay.
# MEX-5 binding – C. elegans MEX-5 TCR-2 RNA binding activity | Q9XUB2 | MEX-5/FITC-TCR2 RNA binding, fluorescence polarization; hits give low values | activity score (negative = inhibition of binding), % at 10 µM | actives 0.38% (n = 300,000);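 active means inhibition past about -25% in most replicates, and total fluorescence under double the plate's negative control median, limit read from the data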;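 further: 0% = DMSO and -100% = 5 µM competing unlabeled TCR2 RNA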
# Target sequence (Q9XUB2 whole entry, looked up): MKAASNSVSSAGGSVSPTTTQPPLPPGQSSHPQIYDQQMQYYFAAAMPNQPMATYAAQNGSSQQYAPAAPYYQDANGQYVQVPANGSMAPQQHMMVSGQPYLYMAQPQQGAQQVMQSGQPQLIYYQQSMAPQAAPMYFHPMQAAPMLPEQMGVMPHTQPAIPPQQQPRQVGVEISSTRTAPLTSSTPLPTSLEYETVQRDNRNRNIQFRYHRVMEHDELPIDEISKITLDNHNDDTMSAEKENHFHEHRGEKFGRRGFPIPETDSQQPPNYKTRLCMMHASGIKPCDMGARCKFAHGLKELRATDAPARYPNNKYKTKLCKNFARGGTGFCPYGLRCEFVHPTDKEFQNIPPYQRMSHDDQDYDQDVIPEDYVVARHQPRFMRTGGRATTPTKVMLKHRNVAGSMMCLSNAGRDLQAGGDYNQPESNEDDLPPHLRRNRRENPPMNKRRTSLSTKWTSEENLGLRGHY
# Fam108B counter – counter-screen for RBBP9 inhibitors: inhibitors of mouse Fam108B | AID 1947 | actives 0.33% (n = 300,000) | recombinant Fam108B, FP-Rh probe fluorescence polarization | inhibition, % at 9.51 µM;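 active means inhibition above the screen mean inhibition plus 3 SD, computed separately per campaign, cut at about 18% in these data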;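 further: inhibitors lower polarization as less probe binds the enzyme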
# pPAFAH inh – pPAFAH (human) enzyme inhibition; Q13093; recombinant pPAFAH, FP-rhodamine probe fluorescence polarization; inhibition, % at 3.39 µM; actives 1.5% (n = 330,000);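 active means inhibition above the mean inhibition across the screen plus 3 SD, cut at about 25% in these data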;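 further: inhibitors block binding of the rhodamine activity-based probe so polarization drops; 0% = enzyme with DMSO and 100% = wells lacking pPAFAH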
# PME-1 primary – PME-1 (human) inhibition | inhibition, % at 5.9 µM | recombinant PME-1, FP-Rh probe fluorescence polarization | Q9Y570 | actives 0.53% (n = 320,000);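 active means inhibition above the campaign mean of all compounds plus 3 SD, cut at about 26% in these data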;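 further: competitive labeling of PME-1 active site by serine hydrolase directed probe; 0% = PME-1 with DMSO and 100% = wells lacking PME-1 enzyme; inhibitors block probe labeling so polarization falls and inhibition rises; many of its hits are not listed in these tables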
# Target sequence (Q9Y570 whole entry, looked up): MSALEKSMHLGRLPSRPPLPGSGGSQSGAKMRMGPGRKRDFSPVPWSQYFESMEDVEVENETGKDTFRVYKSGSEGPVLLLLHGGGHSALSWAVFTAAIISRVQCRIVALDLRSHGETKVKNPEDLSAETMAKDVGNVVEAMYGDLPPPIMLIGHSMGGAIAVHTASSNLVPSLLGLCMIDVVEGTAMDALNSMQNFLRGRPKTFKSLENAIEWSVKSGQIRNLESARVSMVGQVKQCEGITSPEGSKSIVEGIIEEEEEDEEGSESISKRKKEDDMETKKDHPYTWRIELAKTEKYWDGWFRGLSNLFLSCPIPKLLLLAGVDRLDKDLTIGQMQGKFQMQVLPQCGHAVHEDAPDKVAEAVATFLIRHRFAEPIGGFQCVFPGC
# PAFAH1B2 FP inh – blocks human PAF acetylhydrolase 1b catalytic subunit 2; P68402; recombinant PAFAH1B2, FP-rhodamine activity probe, fluorescence polarization; inhibition, % at 3.39 µM; actives 1.2% (n = 340,000); AID 492953;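 active means inhibition above the mean of all tested compounds plus 3 SD, cut at about 24% in these data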;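 further: 0% = enzyme with DMSO and 100% = wells lacking PAFAH1B2; many of its hits are not listed in these tables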
# Target sequence (P68402 whole entry, looked up): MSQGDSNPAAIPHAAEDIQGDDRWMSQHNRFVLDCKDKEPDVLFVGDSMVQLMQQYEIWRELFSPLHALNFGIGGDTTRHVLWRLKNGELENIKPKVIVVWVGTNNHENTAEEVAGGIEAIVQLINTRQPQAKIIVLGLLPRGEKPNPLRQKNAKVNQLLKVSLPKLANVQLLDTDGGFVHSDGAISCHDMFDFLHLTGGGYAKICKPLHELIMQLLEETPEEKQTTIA
# AHR activator – human AHR activation; actives 2.5% (n = 320,000); AID 2796; AHR-responsive luciferase reporter cells, luminescence; activation, % at 5 µM; P35869; in the data active means activation above about 47%;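 further: 0% = vehicle wells and 100% = reference agonist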
# Bcl-xL primary – inhibitors of human Bcl-xL. GST-Bcl-xL / FITC-Bim BH3 peptide fluorescence polarization. inhibition, % at 10.9 µM. actives 0.7% (n = 320,000). AID 2129;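 active means inhibition above the mean of all tested compounds plus 3 SD, cutoff set per campaign, cut at about 30% in these data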;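 further: 0% = DMSO wells and 100% = unlabeled Bim-BH3 peptide competitor; inhibitors lower millipolarization by displacing the labeled peptide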
# GLD-1 TGE inh – GLD-1-TGE RNA interaction inhibition (C. elegans); Q17339; purified GLD-1 + fluorescein TGE RNA, fluorescence polarization; inhibition, % at 5.96 µM; actives 0.44% (n = 320,000); AID 2280;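 active means percent inhibition above a per-plate cutoff, the plate mean of test compounds plus 3 SD, cut at about 30% in these data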;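 further: 0% = DMSO wells with GLD-1 and probe and 100% = wells lacking GLD-1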
# MCL1-BIM inh – MCL1-BIM-BH3 interaction inhibition (human); actives 0.68% (n = 320,000); GST-MCL1 / FITC-Bim-BH3 fluorescence polarization; AID 2057; Q07820; inhibition, % at 10.9 µM;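 active means inhibition above the mean inhibition of all tested compounds plus 3 SD, set per campaign, cut at about 40% in these data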;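 further: 0% = DMSO wells and 100% = unlabeled Bim-BH3 peptide control; higher means more loss of mP so more displacement of Bim peptide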
# Numbers without * were called inactive; . = no result given. The list is partial; rates above refer to the full screens.
SMILES,MEX-5 binding,Fam108B counter,pPAFAH inh,PME-1 primary,PAFAH1B2 FP inh,AHR activator,Bcl-xL primary,GLD-1 TGE inh,MCL1-BIM inh
Cc1cc(C)n(-c2cc(N3CCN(S(=O)(=O)c4ccc5ccccc5c4)CC3)ccc2[N+](=O)[O-])n1,0.4,-6,3,3,4,-2,1,5,-2
CCOc1cc(C(=S)N2CCOCC2)cc(Br)c1OS(=O)(=O)c1ccccc1,0.7,-2,4,-3,1,-2,3,1,12
CC(C)/C(=N\NC(=O)Nc1ccccc1)c1ccccc1,-0.5,1,2,-3,8,4,5,-3,9
OC(c1cc(C(F)(F)F)nc2c(Cl)cc(Cl)cc12)C1CCCCN1 (stereo unspecified),1.4,0,3,-7,5,1,2,-7,1
CS(=O)(=O)Nc1ccccc1C(=O)c1ccccc1,1.9,-6,-7,-8,7,1,-1,1,-1
CCCCNC(=O)CN(c1ccc(Cl)c(Cl)c1)S(C)(=O)=O,0.7,2,5,3,5,-3,-3,2,-4
Cc1nn2c(NCC(C)C)c3c(nc2c1-c1ccccc1)CCC3,1.6,-2,4,-12,-3,7,4,5,4
CC(C)C(=O)Nc1nnc(Cc2c[nH]c3ccccc23)s1,-2.7,-3,4,-1,-1,5,2,2,25
COCc1nnc(NC(=O)CCCCCN2C(=O)c3ccccc3C2=O)s1,-1.2,0,3,-5,-2,11,0,-5,4
COc1cc(Cl)cc(C#N)c1OCC(=O)O,-3.1,-1,0,-4,8,1,4,6,7
CCOC(=O)Cc1csc(NC(=O)c2ccc(Br)s2)n1,0.6,-10,4,-4,.,8,18,-1,19
O=C(O)C1C2CCC(O2)C1C(=O)Nc1cccc(F)c1 (stereo unspecified),-3.6,4,5,-1,.,1,10,-3,6
Cc1cc(C(=O)NCC(=O)OC(C(=O)Nc2cc(C(F)(F)F)ccc2Cl)c2ccccc2)ccc1[N+](=O)[O-] (stereo unspecified),1.7,-27,-1,-42,-7,-6,4,11,-2
CCCC(=O)OCC(=O)Nc1ccc2c(c1)OCO2,0.9,0,3,-5,1,1,3,-4,1
CCc1ccccc1S(=O)(=O)Cc1ccc(C(=O)NCCc2ccccc2)o1,0.0,2,10,4,13,6,5,8,7

# Ordered by SMILES length (rising): some entries from above.
SMILES,MEX-5 binding,Fam108B counter,pPAFAH inh,PME-1 primary,PAFAH1B2 FP inh,AHR activator,Bcl-xL primary,GLD-1 TGE inh,MCL1-BIM inh
COc1cc(Cl)cc(C#N)c1OCC(=O)O,-3.1,-1,0,-4,8,1,4,6,7
CS(=O)(=O)Nc1ccccc1C(=O)c1ccccc1,1.9,-6,-7,-8,7,1,-1,1,-1
O=C(O)C1C2CCC(O2)C1C(=O)Nc1cccc(F)c1 (stereo unspecified),-3.6,4,5,-1,.,1,10,-3,6
CC(C)C(=O)Nc1nnc(Cc2c[nH]c3ccccc23)s1,-2.7,-3,4,-1,-1,5,2,2,25
CCCCNC(=O)CN(c1ccc(Cl)c(Cl)c1)S(C)(=O)=O,0.7,2,5,3,5,-3,-3,2,-4
CCOc1cc(C(=S)N2CCOCC2)cc(Br)c1OS(=O)(=O)c1ccccc1,0.7,-2,4,-3,1,-2,3,1,12

# Next section:
SMILES,MEX-5 binding,Fam108B counter,pPAFAH inh,PME-1 primary,PAFAH1B2 FP inh,AHR activator,Bcl-xL primary,GLD-1 TGE inh,MCL1-BIM inh
O=C(NC1CCCC1)C1C2C=CC(C2)C1C(=O)N1CCOCC1 (stereo unspecified),1.5,0,-5,10,-6,0,0,8,-4
CN1CCc2c(sc(/N=C/c3cc(Cl)ccc3O)c2C#N)C1,-2.7,0,9,-1,3,11,7,-26,-8
COCCNC(=O)CCCn1c(=O)c2cc(OC)c(OC)cc2n(CC(=O)c2ccc(Cl)cc2)c1=O,-0.5,3,4,-1,.,-2,2,5,1
COc1ccc(C(=S)N2CCOCC2)cc1OC(=O)c1ccc(C)cc1,-4.8,-3,4,-1,7,-1,2,1,-1
CC1CCN(C(=O)COC(=O)c2ccc(=O)n(Cc3ccccc3)n2)CC1,0.0,4,4,2,3,3,-6,-1,-5
O=C(CCn1c(=O)oc2cc(Cl)ccc21)Nc1ccc(O)cc1,1.7,-2,0,-1,3,2,1,-2,0
Nc1ccc(Sc2nnnn2-c2ccccc2)c(Cl)c1,0.1,-2,6,6,7,3,6,2,-1
O=C(CNC(=O)c1ccccc1F)NCc1ccncc1,.,.,4,.,4,4,.,1,.
CC(C)CNC(=O)C(=O)N/N=C/c1cccs1,-1.1,3,4,4,4,8,-3,3,2
O=C(Cn1c(S(=O)(=O)Cc2ccccc2)nc2ccccc21)N1CCCCC1,0.4,-4,2,1,0,-1,5,6,3
CCCSc1nnc2n(-c3ccccc3OC)c(=O)c3c4c(sc3n12)CCC4,0.5,5,3,3,0,-3,2,1,3
CO/N=C/C(C#N)=C/c1ccc(OC)cc1,-0.8,1,-1,5,-1,-10,8,3,5
COc1ccc(NS(=O)(=O)c2cc(C(=O)N3CCN(C/C=C/c4ccccc4)CC3)ccc2C)cc1,-0.3,-3,4,-1,3,0,6,4,5
CC(C)C(NCc1c(Cl)cccc1Cl)C(=O)O (stereo unspecified),-1.9,2,2,0,1,-1,0,-2,1
CCN(CC)S(=O)(=O)c1ccc2c(c1)c(=O)c(C(=O)NCCN(C)CCc1ccccc1)cn2C,0.1,-1,6,8,3,-1,2,-3,3

# Full records as entered above.
# COCc1nnc(NC(=O)CCCCCN2C(=O)c3ccccc3C2=O)s1 is listed with MEX-5 binding = -1.2; Fam108B counter = 0; pPAFAH inh = 3; PME-1 primary = -5; PAFAH1B2 FP inh = -2; AHR activator = 11; Bcl-xL primary = 0; GLD-1 TGE inh = -5; MCL1-BIM inh = 4
# Cc1cc(C(=O)NCC(=O)OC(C(=O)Nc2cc(C(F)(F)F)ccc2Cl)c2ccccc2)ccc1[N+](=O)[O-] (stereo unspecified) is listed with MEX-5 binding = 1.7; Fam108B counter = -27; pPAFAH inh = -1; PME-1 primary = -42; PAFAH1B2 FP inh = -7; AHR activator = -6; Bcl-xL primary = 4; GLD-1 TGE inh = 11; MCL1-BIM inh = -2
# CC1CCN(C(=O)COC(=O)c2ccc(=O)n(Cc3ccccc3)n2)CC1 is listed with MEX-5 binding = 0.0; Fam108B counter = 4; pPAFAH inh = 4; PME-1 primary = 2; PAFAH1B2 FP inh = 3; AHR activator = 3; Bcl-xL primary = -6; GLD-1 TGE inh = -1; MCL1-BIM inh = -5

# Next section:
SMILES,MEX-5 binding,Fam108B counter,pPAFAH inh,PME-1 primary,PAFAH1B2 FP inh,AHR activator,Bcl-xL primary,GLD-1 TGE inh,MCL1-BIM inh
COc1ccc(C(=O)N2CCOCC2)cc1Br,-0.4,10,-5,-5,-2,4,-11,-1,-7
CCCc1nnc(NC(=O)c2nc(S(=O)(=O)Cc3cccc(C)c3)ncc2Cl)s1,0.7,0,3,-13,1,-1,4,2,9
CC(C)Oc1ccc(C(=O)OCC(=O)NCCNC(=O)COC(=O)c2ccc(OC(C)C)cc2)cc1,0.0,-1,11,7,15,-1,2,-3,-11
COc1ccc(C(=O)NCCn2cc(SCC(=O)NCC3CCCO3)c3ccccc32)cc1 (stereo unspecified),0.4,1,0,-1,-1,-1,5,12,2
O=C(c1ccccc1)C1CCN(C(=O)c2ccco2)CC1,-3.6,3,8,0,2,-6,1,5,5
O=C(NCC1COc2ccccc2O1)C1CCN(S(=O)(=O)c2cccc3nsnc23)CC1 (stereo unspecified),-0.4,-1,3,8,0,1,3,-1,3
Cc1ccccc1C(=O)c1c[nH]c(C(=O)N=CN(C)C)c1,-0.2,0,4,1,10,0,2,3,4
O=S(=O)(NCc1ccccn1)C(F)(F)F,0.0,1,0,4,-2,0,3,2,6
CCCCOc1ccc(C(=O)N/C(=C/c2cccc([N+](=O)[O-])c2)C(=O)O)cc1,0.3,6,10,-7,11,-1,8,-4,-2
COc1ccc(S(=O)(=O)n2nc(OC(=O)C3CCCCC3)cc2N)cc1,-3.2,2,6,1,18,-1,2,-4,-2
Cc1cc(Cl)ccc1OCC(=O)Nc1ccncc1,-1.8,4,-6,-17,5,1,3,-3,-6
CC1CN(CC(=O)NN=C(c2ccccc2)c2ccccc2)CC(C)O1 (stereo unspecified),-0.8,0,17,-4,-1,1,8,6,3
CCCCn1c(Oc2ccc(C(=O)OC)cc2)nc2c1c(=O)n(C)c(=O)n2C,-1.3,1,1,-1,1,0,3,6,4
Cc1cc(C)n2nc(CNS(=O)(=O)c3ccc(CC(C)C)cc3)nc2n1,-0.4,6,8,-4,-3,-1,3,-1,0
Cn1c(N)c(Sc2ccc(F)cc2)c(=O)n(C)c1=O,0.8,4,2,3,-1,-2,5,5,5
Cc1sc(=NC(=O)c2ccco2)n(C)c1-c1ccc(Cl)cc1,-2.2,4,1,-2,6,-1,3,0,1
COc1ccc(S(=O)(=O)/N=C2\C=C(NS(=O)(=O)c3ccccc3)C(=O)c3ccccc32)cc1,-1.0,-3,13,-2,3,39,8,4,5
Cc1nn(-c2ccccc2)c(Cl)c1C(=O)NC1CCCCC1,1.4,5,-1,-3,-1,0,2,6,1
Cc1ccc(C)c(OCCOCCN2CC(C)OC(C)C2)c1C (stereo unspecified),-1.3,2,1,2,8,11,0,-2,-3
C/C(CCC(C)C)=N\NC(=S)Nc1cc(S(=O)(=O)N2CCOCC2)ccc1N1CCOCC1,1.5,4,1,5,2,1,3,3,11
S=c1[nH]nc(-c2ccccn2)n1/N=C/c1ccc(Cl)cc1,2.1,-2,0,3,5,-1,-26,-8,-28
COc1ccccc1CCNC(=O)C(=O)NCC1OCCCN1S(=O)(=O)c1ccc(F)cc1C (stereo unspecified),0.7,-2,0,2,23,13,5,9,2
Cc1ccc(OCC(=O)N2CCCc3ccccc32)cc1,0.5,-3,3,5,-3,0,2,0,2
Cc1ccc2cc(CCNC(=O)C(=O)c3c[nH]c4ccccc34)c(=O)[nH]c2c1,-0.8,1,2,-6,-1,15,5,4,7
Cc1ccccc1NC(=O)COC(=O)[C@@H]1CCCN1C(=O)c1cccs1,.,.,-3,.,0,0,.,1,.
Cc1noc(C(=O)N2CCN(c3ccccc3)CC2)c1Cl,1.0,0,2,-3,-2,6,2,-1,2
O=C(O)c1cc(-c2ccc3c(c2)OCO3)nc2ccccc12,-0.9,-3,2,2,6,6,3,11,8
Cc1cc(OCCCC(=O)NC2=NCCS2)ccc1Cl,-0.1,0,7,-2,2,6,1,-4,3
Cc1c(CCC(=O)O)c(=O)oc2cc3oc4c(c3cc12)CCCC4,-0.2,-2,0,1,-2,-7,4,3,1
CCc1cc2c(=O)n(CC)c(SC(C)C(=O)Nc3c(C)n(C)n(-c4ccccc4)c3=O)nc2s1 (stereo unspecified),-3.6,-6,6,1,2,-2,0,-3,-4
Cc1c(C(=O)Nc2cccc3cccnc23)oc2ccccc12,-1.0,3,5,1,-6,20,5,-9,-4
CCCN1C(=O)c2ccc(C(=O)Nc3cc(C)ccc3O)cc2C1=O,-2.2,2,0,-6,-1,47,3,2,9
COc1cccc2c(=O)n(CC(=O)Nc3ccccc3)ccc12,0.1,-1,0,-6,0,7,1,-4,4
CCN(CC(=O)Nc1cc(Cl)ccc1C)C(=O)CN1C(=O)NC2(CCCC2)C1=O,-3.4,2,2,3,2,2,-13,5,-12
